Screening data deposited in PubChem BioAssay by NMMLSC.
ABCB1 inh: ABCB1 efflux pump inhibitors, primary screen, cell-based, multiplex, flow cytometry, ABCG2 counter-screen. AID 1326, 2008. inhibition, % at 6.6 µM. CCRF-Adr cells, JC-1 efflux. ATP-dependent translocase ABCB1 (Homo sapiens), P08183. hit rate 0.067% among 190,000; in the data active = inhibition above about 40%;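 note: 0% = vehicle and 100% = reference inhibitor; higher value means more JC-1 retained so stronger ABCB1 efflux block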
RGS7-Gao reg: RGS7-Galphao binding modulators, primary screen, biochemical, multiplexed bead flow cytometry. Guanine nucleotide-binding protein G(o) subunit alpha (Homo sapiens), P09471. actives lie on both sides. binding response (% of control), % at 10 µM. hit rate 0.35% among 220,000; in the data active = binding response below about 49% or above about 150%; inconclusive = no clear call, values can overlap the other calls; inactive = in between;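 note: fluorescent Galphao held in activated GDP-AlF4 state binding bead-coupled RGS7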
Bcl-B Bim block: inhibitors of Bim-Bcl-B binding, primary screen, biochemical, multiplexed, human Bcl-2 family; inhibition, % at 10 µM; hit rate 0.073% among 190,000; bead-based flow cytometry, Bim peptide-Bcl-B binding; AID 951, 2007; Bcl-2-like protein 10 (Homo sapiens), Q9HD36;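 note: 0% = tracer peptide without compound and 100% = reference inhibitor peptide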
Bim-Bcl-XL: inhibitors of Bim-Bcl-XL binding, primary screen, biochemical, multiplexed, bead flow cytometry, human Bcl-XL | Bcl-2-like protein 1 (Homo sapiens), Q07817 | Bim peptide-Bcl-XL binding, fluorescence | inhibition, % at 10 µM | hit rate 0.04% among 190,000
RGS4-Gao reg: modulators of RGS4 binding to Galphao, primary screen, biochemical, multiplexed bead flow cytometry | Guanine nucleotide-binding protein G(o) subunit alpha (Homo sapiens), P09471 | actives lie on both sides | binding response (% of control), % at 10 µM | hit rate 0.33% among 220,000; in the data active = binding response below about 49% or above about 150%; inactive = in between;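 note: fluorescent Galphao activated with aluminum fluoride binding bead-coupled RGS4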
Bcl-W Bim block: inhibitors of Bim binding to Bcl-W, primary screen, biochemical, multiplexed, bead-based flow cytometry; Bim peptide-Bcl-W binding; inhibition, % at 10 µM; Bcl-2-like protein 2 (Homo sapiens), Q92843; hit rate 0.02% among 190,000;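 note: 0% = bound tracer without compound and 100% = peptide blocker; higher means less fluorescent Bim peptide bound to Bcl-W beads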
Bim-Bfl-1: inhibitors of Bim binding to Bfl-1, primary screen, biochemical, multiplexed, bead-based flow cytometry | hit rate 0.12% among 190,000 | Bim-Bfl-1 binding inhibition | Bcl-2-related protein A1 (Homo sapiens), Q16548 | inhibition, % at 10 µM | AID 1008, 2008;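 note: 0% = wells without compound plus tracer and 100% = blocker peptide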
ABCG2 inh: ABCG2 efflux pump inhibitors, primary screen, multiplex with ABCB1, IgMXP3 cells, flow cytometry; Broad substrate specificity ATP-binding cassette transporter ABCG2 (Homo sapiens), Q9UNQ0; JC-1 efflux; inhibition, % at 6.6 µM; hit rate 0.1% among 190,000;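 active = inhibition above 80%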;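 note: 0% = DMSO and 100% = nicardipine control wells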
Target sequence (Q9UNQ0 whole entry, looked up): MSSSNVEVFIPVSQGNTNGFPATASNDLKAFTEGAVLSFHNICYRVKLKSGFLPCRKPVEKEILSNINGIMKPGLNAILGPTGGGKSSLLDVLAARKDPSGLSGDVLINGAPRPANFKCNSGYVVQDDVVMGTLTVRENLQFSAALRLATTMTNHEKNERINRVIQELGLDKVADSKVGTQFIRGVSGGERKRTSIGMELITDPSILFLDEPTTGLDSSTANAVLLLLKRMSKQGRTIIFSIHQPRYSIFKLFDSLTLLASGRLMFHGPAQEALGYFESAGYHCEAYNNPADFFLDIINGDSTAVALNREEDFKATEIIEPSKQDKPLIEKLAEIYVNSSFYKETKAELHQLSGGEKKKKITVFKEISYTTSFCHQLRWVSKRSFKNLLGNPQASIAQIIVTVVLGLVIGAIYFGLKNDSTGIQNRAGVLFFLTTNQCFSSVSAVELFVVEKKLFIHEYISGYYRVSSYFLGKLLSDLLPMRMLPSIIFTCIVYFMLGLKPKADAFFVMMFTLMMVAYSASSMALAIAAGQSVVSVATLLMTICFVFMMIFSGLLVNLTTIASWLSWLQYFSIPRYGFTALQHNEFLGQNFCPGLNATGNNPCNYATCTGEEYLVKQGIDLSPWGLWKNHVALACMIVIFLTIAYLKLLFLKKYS
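Incubation: cells with compound and JC-1, 10 min at 25 °C, rotating, no wash / Test system: IgMXP3 (ABCG2) plus far-red-tagged CCRF-Adr (ABCB1) cells / Compound dosing: one concentration, 6.6 µM final / Also added: JC-1 fluorescent substrate / Evaluation: efflux inhibition in percent versus controls / Detection: flow cytometry, 530 nm JC-1 signal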
Bcl-2 Bim block: inhibitors of Bim-Bcl-2 binding, primary screen, biochemical, multiplexed, human Bcl-2 family. inhibition, % at 10 µM. Bead-based flow cytometry, Bim peptide-Bcl-2 binding. hit rate 0.06% among 190,000. Apoptosis regulator Bcl-2 (Homo sapiens), P10415; in the data active = inhibition above about 40%; inconclusive = no clear call, values can overlap the other calls;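 note: 0% = no compound wells with probe peptide and 100% = reference peptide inhibitor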
Target sequence (P10415 whole entry, looked up): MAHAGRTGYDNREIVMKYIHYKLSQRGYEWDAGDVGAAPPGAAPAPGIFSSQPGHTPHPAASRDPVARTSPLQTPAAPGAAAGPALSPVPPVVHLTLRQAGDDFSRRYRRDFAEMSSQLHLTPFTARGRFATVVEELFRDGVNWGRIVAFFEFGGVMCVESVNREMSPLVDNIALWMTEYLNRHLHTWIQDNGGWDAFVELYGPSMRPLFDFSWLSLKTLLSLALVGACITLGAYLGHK
GSH bead fluor: compound fluorescence on glutathione beads, profiling panel, artefact control, biophysical, 488/530 nm, flow cytometry | GSH beads flow cytometry, compound fluorescence 488/530 nm; active compounds read high | fluorescence (KMESF) at 10 µM | hit rate 0.25% among 190,000 | AID 1776, 2009; in the data active = fluorescence above about 89;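 note: glutathione beads carrying GST-tagged Bcl family fusion proteins plus one bare bead set; values are compound well signal with DMSO vehicle wells as background; inactives centre near 16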
Avidin fluor: green autofluorescence of compounds with avidin beads – biophysical, 488/530 nm, flow cytometry, artefact control, profiling panel; fluorescence (KMESF) at 10 µM; compound fluorescence 488/530 nm; active compounds read high; hit rate 0.38% among 220,000; AID 1775, 2009; in the data active = fluorescence above about 47; note: inactives centre near 10
An asterisk follows results filed as active; ? = inconclusive. Cut-off read from the data, not from the text of the source, unless noted: active = inhibition above about 40%.

Value order: ABCB1 inh	RGS7-Gao reg	Bcl-B Bim block	Bim-Bcl-XL	RGS4-Gao reg	Bcl-W Bim block	Bim-Bfl-1	ABCG2 inh	Bcl-2 Bim block	GSH bead fluor	Avidin fluor
> CC1=NN(C(N)=S)C(=O)C1N=Nc1ccc(C)cc1C (stereo not given)
    0.1	102	-4	2	100	7	-8	0	-3	41	6
> O=C(Nc1ccccn1)c1ccc2c(c1)S(=O)(=O)c1ccccc1C2=O
    1.1	102	-5	-7	107	-5	-2	11	-3	7	3
> O=c1c(-c2ccccc2)c(O)c2cccc3c2n1CCC3
    -0.1	95	-1	-1	97	0	0	2	-3	25	7
> Cc1ccccc1OCC(O)CN1CCN(C)CC1 (stereo not given)
    0.4	?	-1	-2	100	0	-7	1	-4	15	9
> CCC1(C(=O)c2ccccc2)C(c2ccc([N+](=O)[O-])cc2)C1(C(=O)OC)C(=O)OC (stereo not given)
    1.7	112	-2	-4	113	-2	0	15	0	13	15
> CCC(=O)N1c2ccc(S(=O)(=O)CCC(=O)NCCC3=CCCCC3)cc2CC1C (stereo not given)
    1.1	105	-4	-3	105	0	-2	3	-4	16	11
> Cc1cccn2c(=O)c(C=Nc3ccc(Cl)cc3)c(NCCO)nc12
    0.3	97	-10	-8	100	-1	-14	23	-13	24	29
> O=C(N/N=C/c1ccco1)c1cc(-c2ccc(Cl)s2)[nH]n1
    0.0	105	-9	-2	104	0	-4	1	-1	9	21
> C=C1C(C(=O)N2CCN(C)CC2)C1C(=O)N1CCN(C)CC1 (stereo not given)
    -0.1	102	-1	-2	98	-2	-2	0	-1	19	34
> N#Cc1sc2nc(C3CC3)cc(-c3ccc(Cl)cc3)c2c1N
    -0.3	97	-7	-4	98	-1	-1	10	-1	9	6
> CCC1(C)Cc2c(sc3nc(SC)nc(NCCN(C)C)c23)CO1 (stereo not given)
    1.4	102	0	-2	101	2	-2	4	0	18	41
> Cc1ccccc1-n1nc2c(c1NC(=O)c1cc3ccccc3oc1=O)CS(=O)C2 (stereo not given)
    3.1	108	-10	-6	107	0	-3	30	-9	14	6
> Cc1ccccc1OCCSc1nc(N(C)C)nc(N(C)C)n1
    1.3	102	-8	-7	99	-6	-11	19	-11	9	15
> O=C(CSc1nc(O)c(C2CCCCC2)c(=O)[nH]1)Nc1ccc(Cl)cc1
    -0.6	100	-10	-12	99	-2	-16	-3	-3	29	14
> O=c1[nH]snc1N1CCOCC1
    -0.1	?	2	3	102	-2	5	2	2	13	10
> O=S(=O)(Nc1ccc2c(c1)OCCO2)c1cccc2nsnc12
    0.8	101	2	-3	101	2	0	5	0	9	10
> Cc1cc(C)nc(NC(=O)CCCC(=O)O)c1
    0.1	100	1	0	99	0	0	0	1	21	36
> O=c1c2c3c(sc2nc2n1CCCC2)CCCCC3
    1.3	95	0	2	88	1	-1	5	0	6	7
> CC(C)C(=O)N(c1ccc2oc(=O)sc2c1)S(=O)(=O)c1ccccc1
    0.2	106	-11	1	106	1	-1	-6	-4	47	11
> Cc1ccc(/C=C/C2=NN(Cc3ccccc3Cl)C(=O)CC2)cc1
    0.1	100	-2	0	98	6	-9	1	-1	28	4
> COc1ccc(OC)c(CN2CCC(C(=O)N(C)CCc3ccc(OC)c(OC)c3)CC2)c1
    0.2	100	-4	-1	101	0	-6	-1	-4	9	8
> Cc1ccc(-n2c(C)cc(/C([O-])=C(/C(=S)Nc3ccc(F)c(Cl)c3)[n+]3ccccc3)c2C)cc1
    0.5	97	-1	-2	99	-3	3	3	0	12	15
> O=C(NC1CCCCC1)NC1CCN(CC(=O)N2CCOCC2)CC1
    -0.5	106	-7	-1	106	3	-11	0	-8	16	8
> S=C(NCc1cccs1)Nc1ccccc1
    0.1	110	-7	-8	106	-5	-7	9	-4	15	7
> CCOC(=O)N1CCN(C(=O)CN(Cc2ccccc2)S(C)(=O)=O)CC1
    0.4	88	-1	-3	85	-1	0	1	-3	15	7
> CCCn1c(/N=C/c2ccccc2O)nc2ccccc21
    0.5	95	-7	-6	97	-4	0	2	-3	28	15
> NC(=O)C1=C[C@@H](c2ccc(C(F)(F)F)cc2)C[C@@H](OCc2ccc(CO)cc2)O1
    1.6	110	-3	-3	111	-2	-3	2	-5	19	5
> CNC(=O)NC(=O)C(C)OC(=O)c1cc2c(s1)CCCCC2 (stereo not given)
    0.5	100	-7	-5	97	-6	-3	9	-6	11	11
> CC(C)N1CCC(N2CCN(C/C=C/c3ccc(F)cc3)CC2CCO)CC1 (stereo not given)
    0.0	107	-3	-4	98	0	-4	5	-4	17	8
> Cn1c(SCC(=O)N2CCOCC2)nc2sc3c(c2c1=O)CCCC3
    2.1	96	2	0	95	0	0	3	1	20	8
> Cc1cc([N+](=O)[O-])cc(C)c1OCC(=O)N/N=C/c1ccc(OC(=O)c2ccccc2Br)cc1
    0.3	95	-2	-2	93	-5	9	2	3	9	12
> O=C(N/N=C/c1ccc[nH]1)c1cc(-c2cccs2)nc2ccccc12
    0.8	97	-3	-3	99	-2	-3	8	0	13	11
> N#CCCn1cc(C(=O)Nc2ccc([N+](=O)[O-])cc2)c(-c2cccs2)n1
    0.8	98	-7	-3	99	-4	0	21	-2	24	4
> CCC(=O)Nc1ccc(C(=O)OCc2ccccc2)cc1
    0.0	101	0	0	103	0	-3	5	-3	12	10
> C=CCOC(=O)C1=C(C)NC(=O)NC1c1ccc(OC(=O)c2ccco2)c(OC)c1 (stereo not given)
    -0.2	103	-11	-7	99	-1	-11	31	-9	13	9
> O=C(CN1C(=O)NC2(CCc3ccccc32)C1=O)c1ccc2c(c1)OCCO2 (stereo not given)
    1.5	105	-3	-3	104	-2	0	1	-2	12	8
> CCOC(=O)c1ccccc1NC(=O)CSc1cccc[n+]1[O-]
    0.5	99	15	0	99	-1	8	6	16	11	7
> N/C(=N/OC(=O)c1cccc([N+](=O)[O-])c1)c1cccc([N+](=O)[O-])c1
    0.1	101	-4	-1	98	0	-4	5	-1	18	9
> COc1cc(NS(C)(=O)=O)c(OC)cc1NC(=O)c1cccc(F)c1
    2.4	98	-2	-7	101	-3	-6	32	-9	16	6
> Cc1cc(Nc2ccc(Cl)cc2)n(-c2cccc(Cl)c2)n1
    0.2	99	-6	-3	103	-5	0	0	-2	18	36
> O=C(CN1CCc2ccccc2C1)NC1CCCC1
    0.3	95	-3	1	97	0	-6	-1	-3	13	10
> COC(=O)CSc1nc(NCc2ccccc2)nc(N(C)C)n1
    0.7	97	-8	-5	94	-3	-5	8	-2	19	5
> Cc1nc(-c2ccccc2)sc1C(N)=O
    -0.1	100	-8	-5	102	1	-12	0	-8	37	4
> Cc1ccc(N2CC(C(=O)OCc3ccccc3)CC2=O)cc1 (stereo not given)
    0.4	98	4	-2	96	-4	-2	4	-2	25	8
> O=C(NCc1ccccc1)C12CN(Cc3ccccc3)CC1C(c1ccc([N+](=O)[O-])cc1)=NO2 (stereo not given)
    1.9	101	-5	-1	100	1	-14	1	-6	26	26
> CC(C)c1ccc(/C=C/c2ccc(=O)n(C)n2)cc1
    0.3	?	0	0	100	0	-3	15	-2	14	9
> CC(C)N(Cc1nc(-c2ccccc2)no1)C(=O)C(Cl)(Cl)Cl
    1.5	?	1	-2	104	-2	3	22	0	17	10
> CC1CCc2cc(F)cc3c(O)c(C(=O)NCC4CCCO4)c(=O)n1c23 (stereo not given)
    0.5	89	0	-6	90	1	-9	0	-2	8	9
> Cc1ccc(NC(=S)c2nc3ccccc3[nH]2)cc1
    0.0	105	-11	-3	107	3	-14	0	-15	13	11
> BrC(/C=C\c1ccccc1)=N/Nc1nc(N2CCOCC2)nc(N2CCOCC2)n1
    -0.5	?	-3	-1	100	1	-3	0	-3	25	10
> C#CCN(C#N)c1nc(NCC)nc(NC(C)C)n1
    1.0	116	0	0	109	1	-2	11	0	11	30
> CCCS(=O)(=O)c1c(S(=O)(=O)CCC)c2ccccn2c1C(=O)OC
    0.4	100	-21	-7	105	-3	9	1	-2	16	38

An excerpt from above in order of the RGS4-Gao reg value, descending.
Structure	RGS7-Gao reg	Bcl-B Bim block	Bim-Bcl-XL	RGS4-Gao reg	Bcl-W Bim block	Bim-Bfl-1	ABCG2 inh	GSH bead fluor	Avidin fluor
NC(=O)C1=C[C@@H](c2ccc(C(F)(F)F)cc2)C[C@@H](OCc2ccc(CO)cc2)O1	110	-3	-3	111	-2	-3	2	19	5
Cc1nc(-c2ccccc2)sc1C(N)=O	100	-8	-5	102	1	-12	0	37	4
CCOC(=O)c1ccccc1NC(=O)CSc1cccc[n+]1[O-]	99	15	0	99	-1	8	6	11	7
